Source: PubChem BioAssay (Southern Research Specialized Biocontainment Screening Center)
influenza NS1A: H1N1 influenza NS1A inhibitors, functional cell based assay (AID 504329). NS1A functional cell-based assay, percent inhibition; higher % means a stronger effect. inhibition, % at 12.5 µM; hits with a dose series show IC50 in µM. 340,000 compounds, 0.3% hits; in the data active means a potency from the dose series; inconclusive means inhibition above about 27% without an active follow-up result; further: strong numbers were not always called active
PhoP GFP inhibition: PhoP regulon inhibitors, Salmonella typhi PhoP promoter GFP reporter, confirmatory (AID 1850); Salmonella Typhi PhoP-promoter GFP reporter, fluorescence, 4 h; higher % means a stronger effect; one-dose inhibition, % at 50 µM; IC50 in µM for titrated hits; 310,000 compounds, 0.33% hits; in the data active means a potency from the dose series; inconclusive means inhibition mostly from about 25% at the one dose, without a potency; inactive means the rest, 99 in 100 with inhibition below about 19%;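 further: 0% = induced wells with vehicle and 100% = uninduced wells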
M. tuberculosis HTS: M. tuberculosis growth inhibition, HTS (AID 449762) | inhibition, % at 25 µM, or IC50 in µM where a hit was titrated | M. tuberculosis H37Rv growth inhibition, 7H9 media; higher % means a stronger effect | 330,000 compounds, 0.59% hits; in the data active means a potency from the dose series; inconclusive means inhibition above about 70% without an active follow-up result;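 further: bacterial growth assessed after seven days of incubation; strong numbers were not always called active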
M. tuberculosis: growth inhibition of non-replicating M. tuberculosis (AID 488890); Mycobacterium tuberculosis non-replicating, growth inhibition; higher % means a stronger effect; 320,000 compounds, 0.39% hits; inhibition, % at 25 µM; hits with a dose series show IC50 in µM; in the data active means a potency from the dose series; inconclusive means inhibition mostly from about 82% at the one dose, without a potency; inactive means the rest, 99 in 100 with inhibition below about 76%;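 further: plate controls were DMSO cells for no effect and high antibiotic wells for full effect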
VEEV TC-83 Vero: inhibitors of VEEV TC-83 cytopathic effect, confirmation, Vero cells (AID 588727); Vero cells, VEEV TC-83 cytopathic effect inhibition; higher % means a stronger effect; inhibition, % at 20 µM, or IC50 in µM where a hit was titrated; 350,000 compounds, 0.13% hits; in the data active means a potency from the dose series; inconclusive means inhibition mostly from about 14% at the one dose, without a potency; inactive means the rest, 99 in 100 with inhibition below about 12%; further: strong numbers were not always called active
VEEV TC-83 Vero 10K pilot screen: also measured in VEEV TC-83 Vero; calls as there; inhibition, %; measured here: 10K pilot screen inhibition
Active calls of the source: *; i = inactive; ? = inconclusive; nt = no result given; & = joins results of further samples.

SMILES | influenza NS1A | PhoP GFP inhibition | M. tuberculosis HTS | M. tuberculosis | VEEV TC-83 Vero | others
CCc1ccc2c(c1)c1nnc(NN)nc1n2CC | 1% | 0% | 0% | 47% | 0.1%
C[C@@]12C(=O)Nc3cc(F)ccc3C(=O)N1[C@H]1c3ccccc3OC[C@@H]1[C@@H]2c1ccccc1 | -1% | -1% | ? | 78% | 2.0%
COCCNC(=S)N/N=C(\C)c1ccc(Cl)s1 | 0% | 8% | ? | ? | 0.1%
COc1ccccc1NC(=O)CSc1ncc(CO)n1Cc1ccc(F)cc1 | 2% | -1% | 10% | 11% | 0.7%
COc1ccc(C(=O)NCCS(=O)(=O)N2CCC3(CC2)OCCO3)cc1 | -2% | 5% | -5% | 0% | 0.9%
CCc1ccc(NC(=O)COc2ccc(Br)cn2)cc1 | 1% | 6% | -5% | -32% | 0.9%
CC1CCCN(C(=O)C(C)Sc2nc(-c3ccccc3)cc(C(F)(F)F)n2)C1 (centres undefined) | -8% | -19% | 7% | 0% | i
CCC(O)CNC(=O)NC(=C(Cl)Cl)c1ccc(C)c(F)c1 (centres undefined) | -6% | 2% | 7% | 47% | i
Cn1cccc1C(=S)N=P(C1CCCCC1)(N1CCOCC1)N1CCOCC1 | 7% | 1% | 6% | ? | i
Oc1ccc(Oc2ccc3c(C(F)(F)F)cc(C(F)(F)F)nc3n2)cc1 | 13% | -2% | -3% | 18% | 2.0%
COc1cc(C(=O)Nc2ccc(NC(=O)c3ccco3)nc2)cc(OC)c1OC | 24% | -5% | -5% | 7% | 8.2%
CC1=NN(c2ccc(C)cc2C)C(=O)C1C(c1ccccc1)C1C(=O)N(c2ccc(C)cc2C)N=C1C (centres undefined) | 11% | -3% | -2% | 35% | 1.8%
COC(=O)[C@]1(C)CCC[C@@]2(C)C3CC[C@]4(OC(C)=O)C[C@@]3(CCC21)CC4=O (some centres undefined) | -3% | nt | -4% | -14% | 1.6% | VEEV TC-83 Vero 10K pilot screen=5.1
CN(C)C(=O)Cn1c(SCC(=O)NCc2ccc3c(c2)OCO3)nc2ccccc21 | 7% | -4% | -1% | -6% | 5.6%
O=C(CN1CCN(c2ccccn2)CC1)NC1CCCC1 | 0% | -3% | -5% | -7% | 0.3%
CCOc1ccc(C(=O)Nc2c3c(nn2-c2ccccc2)CS(=O)(=O)C3)cc1 | -1% | -2% | -3% | 3% | 2.5%
CCCCN1C(=O)C(CC(=O)NCC)SC1=Nc1ccccc1 (centres undefined) | -6% | -7% | 0% | 7% | 4.9%
COc1cccc(CNC(=O)C2CCN(S(=O)(=O)c3ccc4c(c3)CC(C)N4C(C)=O)CC2)c1 (centres undefined) | -6% | -7% | -3% | 13% | 1.2%
CCOc1ccc(S(=O)(=O)N2CCN(C(=O)c3sccc3C)CC2)cc1 | -3% | -3% | 1% | 5% | i
CCOC(=O)c1cnc2c(C)cc(Cl)cc2c1NCCCN1CCOCC1 | 20% | 4% | 6% | 37% | 7.4%
CCNC(=O)NCc1c(C)c(C)n(Cc2ccccc2)c1-n1cccc1 | -8% | 0% | -3% | -10% | i
C[C@@H]1CC=C[C@H]2[C@H]1C(=O)N(Cc1ccccc1)[C@H]2c1ccc(C(F)(F)F)cc1 | 10% | 3% | -6% | 2% | 1.7% | VEEV TC-83 Vero 10K pilot screen=2.0
O=C(Nc1nsc(-c2ccccc2)n1)c1cccs1 | 3% | 0% | -3% | 35% | 5.2%
Cc1cc2sc3ccccc3c(=O)c2c(C)c1O | 3% | -12% | 15% | 17% | 4.0%

In the list so far, these contain a thiophene ring, fused or not:
SMILES | influenza NS1A | PhoP GFP inhibition | M. tuberculosis HTS | M. tuberculosis | VEEV TC-83 Vero | others
COCCNC(=S)N/N=C(\C)c1ccc(Cl)s1 | 0% | 8% | ? | ? | 0.1%
CCOc1ccc(S(=O)(=O)N2CCN(C(=O)c3sccc3C)CC2)cc1 | -3% | -3% | 1% | 5% | i
O=C(Nc1nsc(-c2ccccc2)n1)c1cccs1 | 3% | 0% | -3% | 35% | 5.2%

The results go on:
SMILES | influenza NS1A | PhoP GFP inhibition | M. tuberculosis HTS | M. tuberculosis | VEEV TC-83 Vero | others
COc1ccc(CC(=O)N/N=C(\C)CC(=O)Nc2ccc3c(c2)OCCO3)cc1OC | -7% | -5% | -8% | -10% | 2.9%
COc1cc(NC(=O)CSc2nc(C3CC3)nc3ccccc23)cc(OC)c1 | 6% | 12% | -2% | -7% | i
CCN(CC(O)CON=C1c2ccccc2-c2ccccc21)S(=O)(=O)c1ccc(Cl)cc1 (centres undefined) | -9% | -6% | 5% | 8% | 7.1%
CCc1cc2c(=O)n(CC(C)C)cnc2s1 | 22% | 7% | 13% | 14% | 1.8%
CCN1C(=O)CC(n2c(C)nc3ccccc32)C1=O (centres undefined) | 16% | 4% | -1% | -14% | i
C[C@@H]1CN([C@@H](C)CO)C(=O)c2cc(N(C)C)ccc2O[C@@H]1CN(C)S(C)(=O)=O | -4% | nt | -8% | 3% | 0.3%
COc1ccc(C(C[N+](=O)[O-])c2c(-c3ccccc3)cc3ccccn23)cc1 (centres undefined) | 4% | 3% | -4% | 69% | 4.0%
CCc1ccc(OCC(=O)N/N=C/c2cc([N+](=O)[O-])ccc2N2CCCCCC2)cc1 | 0% | -12% | -1% | 0% | 1.2%
COc1ccccc1CNC(=O)N1CCN(S(=O)(=O)c2ccccc2)CC1 | 2% | 8% | -3% | 3% | 0.6%
Cc1ccc2[nH]c3c(c2c1)CCNC3=O | -4% | 18% | -4% | 9% | 2.6%
CCOc1cc(-c2nnc(NC(=O)C3=COCCO3)o2)cc(OCC)c1OCC | -4% | 7% | ? | 28% | 4.7%
CCCNNC(=O)C(O)(c1cccc(C)c1)c1cccc(C)c1 | 7% | 2% | -6% | -13% | 0.7%
Cc1nn(Cc2ccccc2)c(C)c1C(=O)NCc1ccccc1F | -19% | 5% | 1% | 18% | 2.1%
COc1ccc2c(CC(=O)Nc3ccc(OC)nc3)coc2c1 | 4% | 6% | -1% | 0% | 1.6%
O=C(OCc1nnc(-c2ccccc2)o1)c1ccc([N+](=O)[O-])s1 | 13% | nt | 64% | ? | 0.2%
O=C(c1cccc(F)c1)N1CCC2(CC1)NCCc1[nH]cnc12 | 13% | 4% | -2% | -6% | 1.1%
O=C(O)c1ccc(N=Cc2c(O)[nH]c(=O)[nH]c2=O)cc1 | -1% | -3% | -2% | 39% | i
COc1ccc(CCC(=O)N(c2nnc(-c3cccnc3)s2)C(C)C)cc1 | -16% | -9% | 5% | 48% | i
CCOC(=O)C1(CCCc2ccccc2)CCN(C(=O)CCn2cncn2)CC1 | 10% | 3% | -1% | -1% | 0.5%
Cc1ccccc1C(=O)N1CCC(C(=O)Oc2ccc(C#N)cc2)CC1 | 6% | -6% | 2% | 12% | 1.7%
Cc1ccc(NC(=S)Nc2c(C)n(C)n(-c3ccccc3)c2=O)cc1 | -5% | -9% | -4% | -6% | 0.7%
COc1ccc(C(=O)N[C@H](C(=O)Nc2ccc(S(=O)(=O)N3CCOCC3)cc2)C(C)C)cc1 | -13% | -1% | -9% | 29% | 0.5%
CN(c1ccc(F)cc1)S(=O)(=O)c1ccc2[nH]cc(C(=O)O)c(=O)c2c1 | -14% | 6% | -7% | 4% | 0.9%
N#Cc1nc(COc2ccccc2F)oc1NCCCn1ccnc1 | 15% | -9% | -14% | 8% | 0.2%
Cc1[nH]c(=O)[nH]c(=O)c1CSc1nnc([C@H](CC(C)C)NC(=O)OC(C)(C)C)o1 | -2% | -4% | 2% | 22% | 1.4%
CCC(=O)N1CCc2cc(S(=O)(=O)N3CCc4ccccc4C3)ccc21 | 3% | -9% | -10% | -11% | 0.6%
Cc1cc(C(=O)OCC(=O)Nc2ccc(F)cc2F)c(C)n1C1CC1 | -1% | nt | 13% | 30% | 0.3%
COC(=O)c1cnc(SCc2ccc(C)cc2)n1C | -3% | -8% | 1% | 36% | 7.0%
CCCC(=O)n1nc(-c2ccc(C)cc2)nc1NCc1ccco1 | 6% | 0% | -2% | -6% | 2.4%
Cc1cccc(C(=O)n2c(=S)nc3cc(C)ccn32)c1 | -21% | -1% | 0% | 12% | 6.6%
COc1ccccc1N1CCN(CC(O)COc2cccc3ccccc23)CC1 (centres undefined) | 10%&-8% | 0%&-11% | 67%&35% | 35%&9% | 1.9%&4.1%
COc1ccc(CNC(=O)c2c[nH]c3c(OC)cc(OC)cc3c2=O)cc1 | -4% | -4% | 2% | -2% | i
FC(F)(F)c1cccc(N/N=C/c2ccccc2)c1 | -4% | -8% | -8% | 50% | 6.0%
CCOc1cc(/C=N/NC(N)=S)cc(Br)c1OCc1ccccc1C | -7% | 0% | ? | 51% | 7.5%
COc1cc(NC(=O)COC(=O)/C=C/c2ccc(Cl)cc2Cl)cc(OC)c1 | 7% | -6% | 1% | -5% | 0.6%
CC(NC(=O)c1cccc(F)c1)C1CC2CCC1C2 (centres undefined) | -1% | -9% | -5% | 0.16µM* | 0.3%
Nc1nonc1OCCOCCOCCOc1nonc1N | -17% | -19% | 1% | -12% | 0.4%
O=C(O)c1ccc(NCc2nc3ccccc3n2Cc2ccccc2)cc1 | 11% | 7% | 3% | 26% | 1.1%
O=C(C[n+]1cc(-c2ccccc2)n2c1CCCCC2)c1ccc(Cl)cc1 | 1% | 5% | 1% | 34% | 0.4%
O=C(NCc1ccco1)C1CC2CCC1C2 (centres undefined) | 0% | 5% | 4% | 71% | 0.5%
Nc1c(C2=NCCO2)nnn1Cc1ccccc1 | -10% | -3% | -5% | 3% | 0.7%
CN(c1ccc(C(=O)N2CCCCCC2)cc1)S(=O)(=O)c1ccccc1 | -18% | nt | -1% | 12% | i
Cc1ccc(C)c(S(=O)(=O)N2CCCCC2CCNC(=O)C(=O)NCc2ccncc2)c1 (centres undefined) | -8% | -2% | -5% | 2% | i
N#Cc1nc(-c2ccco2)oc1N1CCN(Cc2ccccc2)CC1 | 12% | -6% | -3% | -3% | 1.3%
NC(=O)Cc1nc(-c2ccc(F)cc2)cs1 | -17% | 8% | -3% | 9% | 4.2%
COc1ccc(N2CCN(C(=O)CSc3nnc4c5cc(C)ccc5n(C)c4n3)CC2)cc1 | 0% | 4% | -6% | 20% | 1.4%
O=C(O)c1cc2cc(F)ccc2[nH]1 | 4% | 8% | -4% | 0% | i
COc1ccc(C(=O)CSc2nnc3ccc(-c4ccccn4)nn23)cc1 | 3% | -10% | 12% | 5% | 0.2%

Three compounds out of the list, arranged by SMILES length, lowest first.
SMILES | influenza NS1A | PhoP GFP inhibition | M. tuberculosis HTS | M. tuberculosis | VEEV TC-83 Vero | others
CCc1cc2c(=O)n(CC(C)C)cnc2s1 | 22% | 7% | 13% | 14% | 1.8%
CC(NC(=O)c1cccc(F)c1)C1CC2CCC1C2 (centres undefined) | -1% | -9% | -5% | 0.16µM* | 0.3%
N#Cc1nc(-c2ccco2)oc1N1CCN(Cc2ccccc2)CC1 | 12% | -6% | -3% | -3% | 1.3%

(more compounds)
SMILES | influenza NS1A | PhoP GFP inhibition | M. tuberculosis HTS | M. tuberculosis | VEEV TC-83 Vero | others
O=C(OCC(=O)c1c[nH]c2ccccc12)c1ccc(Br)o1 | -2% | -6% | 6% | 76% | i
CC1(C)Oc2ccc3ccc(=O)oc3c2C[C@H]1O[C@@H]1O[C@H](CO)[C@@H](O)[C@H](O)[C@H]1O | 2% | nt | -2% | 9% | 0.6% | VEEV TC-83 Vero 10K pilot screen=1.0
C#CCOCCOCCOCCNc1nc(N2CCN(C(=O)[C@H](CCCCN)n3cc([C@@H](N)[C@H](C)CC)nn3)CC2)nc(N2CCN(C(=O)[C@H](CCCCN)n3cc([C@@H](N)CC(N)=O)nn3)CC2)n1 | -26% | nt | -7% | 29% | 0.2%
COc1ccc(C2CC(c3ccc(Cl)cc3)n3nc(N)nc3N2)cc1 (centres undefined) | -8% | 15% | 2% | 76% | 0.8%
COc1ccc(N(C(=O)CNC(=O)c2cccs2)C(C(=O)NCC2CCCO2)c2ccccc2)cc1OC (centres undefined) | 2% | 8% | -4% | -1% | 0.8%
O=C(NCc1nnc(SCC(=O)N2CCCCC2)o1)c1ccc(F)cc1 | -10% | 0% | -30% | -7% | 1.0%
O=C(C[C@@H]1C/C=C/CC[C@@H](Cc2ccc(F)cc2)C(=O)OCCNC1=O)N[C@H](CO)Cc1ccccc1 | 13% | nt | -3% | 32% | 0.0%
COc1cc(OC)c2c(C)cc(=O)oc2c1 | -32% | -4% | 4% | -9% | 0.2%
CC1CN(C(=O)CN2C(=O)NC3(CCCCCCC3)C2=O)CC(C)O1 (centres undefined) | -1% | -2% | -4% | 5% | i
CCC1Sc2ccc(S(=O)(=O)CCC(=O)Nc3ccc(NC(C)=O)cc3)cc2NC1=O (centres undefined) | -2% | -3% | 5% | 4% | 1.4%
